Source: PubChem
EPAC1 antagonist – qHTS for Antagonist of cAMP-regulated guanine nucleotide exchange factor 3 (EPAC1): primary screen; Rap guanine nucleotide exchange factor 3 (Homo sapiens), O95398; EPAC1 GEF assay, Rap1b-BODIPY-GDP exchange fluorescence; Potency, µM (highest dose often 115 µM), for the others: at the highest dose activity change, negative = inhibition, usual class: inhibitors; 360,000 tested, 0.14% active; AID 720709, 2013;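 note: potency is the fitted concentration of half-maximal effect; plate controls were vehicle for no effect and positive control for full effect; nearly all actives have a fitted effect of over 50% in size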
PI5P4K alpha inh – qHTS for Inhibitors of phosphatidylinositol 5-phosphate 4-kinase (PI5P4K) | PI5P4Kalpha enzyme, ADP-Glo luminescence, 60 min; stronger effect = lower value | max response, % | 330,000 tested, 1.2% active | AID 652105, 2013; active = max response of -50% or lower; inconclusive = between -30% and -50%; inactive = -30% or higher; note: value at the top dose of about 77 µM; % is set by controls: 0 for no effect and ±100 for the full control effect
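Single end-point luminescence (ADP-Glo) quantified ADP from PI5P4Kalpha turnover; ATP 5 microM final, 1 h at RT, 0.1% CHAPS and 0.28 mM EGTA in HEPES pH 7.4.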
WRN helicase inh – qHTS for Inhibitors of WRN Helicase; Bifunctional 3'-5' exonuclease/ATP-dependent helicase WRN (Homo sapiens), Q14191; WRN helicase unwinding, fluorescent forked duplex, kinetic; Potency, µM (top dose mostly 114 µM), without a hit: top-dose activity change, negative = inhibition, most hits filed as inhibitors; 360,000 tested, 0.46% active; AID 651768, 2012; note: potency is the fitted concentration of half-maximal effect; % is set by controls: 0 for no effect and ±100 for the full control effect; nearly all actives have a fitted effect of over 55% in size
Target sequence (Q14191 whole entry, looked up): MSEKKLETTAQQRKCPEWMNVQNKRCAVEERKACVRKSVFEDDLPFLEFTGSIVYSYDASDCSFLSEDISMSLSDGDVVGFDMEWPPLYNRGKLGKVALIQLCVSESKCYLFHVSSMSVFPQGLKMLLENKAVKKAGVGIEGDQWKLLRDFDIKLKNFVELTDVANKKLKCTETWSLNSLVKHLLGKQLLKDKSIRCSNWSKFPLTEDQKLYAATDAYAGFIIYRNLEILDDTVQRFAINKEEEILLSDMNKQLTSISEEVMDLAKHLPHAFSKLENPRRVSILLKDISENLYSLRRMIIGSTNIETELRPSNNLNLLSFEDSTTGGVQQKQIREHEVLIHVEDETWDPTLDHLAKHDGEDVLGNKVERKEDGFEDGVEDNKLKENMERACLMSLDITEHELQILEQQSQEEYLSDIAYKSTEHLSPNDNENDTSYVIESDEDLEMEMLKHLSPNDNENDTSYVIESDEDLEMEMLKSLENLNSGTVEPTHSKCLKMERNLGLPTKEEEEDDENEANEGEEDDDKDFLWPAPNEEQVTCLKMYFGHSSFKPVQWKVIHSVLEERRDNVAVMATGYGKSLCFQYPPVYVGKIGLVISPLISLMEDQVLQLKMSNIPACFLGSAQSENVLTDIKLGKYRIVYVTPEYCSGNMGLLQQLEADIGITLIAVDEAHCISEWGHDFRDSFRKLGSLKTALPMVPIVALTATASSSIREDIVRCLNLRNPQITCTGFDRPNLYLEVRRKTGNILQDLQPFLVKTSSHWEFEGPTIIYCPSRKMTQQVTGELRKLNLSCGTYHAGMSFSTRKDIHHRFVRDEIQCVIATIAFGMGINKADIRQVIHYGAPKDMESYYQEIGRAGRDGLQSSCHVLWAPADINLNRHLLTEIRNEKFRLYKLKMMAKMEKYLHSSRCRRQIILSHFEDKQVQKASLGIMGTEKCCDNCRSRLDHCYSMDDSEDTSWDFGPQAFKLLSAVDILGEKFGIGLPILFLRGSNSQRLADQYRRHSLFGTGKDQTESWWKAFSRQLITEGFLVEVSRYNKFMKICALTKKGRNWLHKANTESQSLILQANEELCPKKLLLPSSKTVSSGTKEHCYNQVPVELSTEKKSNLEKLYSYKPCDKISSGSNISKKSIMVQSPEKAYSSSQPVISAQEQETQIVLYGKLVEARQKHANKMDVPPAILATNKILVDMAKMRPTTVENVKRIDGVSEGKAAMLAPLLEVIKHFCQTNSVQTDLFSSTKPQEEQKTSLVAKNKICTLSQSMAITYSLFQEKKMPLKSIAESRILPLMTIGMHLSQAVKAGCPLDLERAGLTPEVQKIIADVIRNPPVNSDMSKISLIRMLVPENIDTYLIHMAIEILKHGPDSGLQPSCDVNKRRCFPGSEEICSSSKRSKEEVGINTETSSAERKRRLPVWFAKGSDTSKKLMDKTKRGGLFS
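Screening of the MLSMR collection measured strand separation of a quenched forked DNA duplex (100 nM) by 20 nM WRN with 2 mM ATP, all final. Compounds were preincubated with enzyme 15 min at room temperature.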
aSyn rescue – qHTS of alpha-syn Inhibitors. Yeast expressing alpha-synuclein, growth rescue, BacTiter-Glo, 24 h. AID 652106, 2013. 370,000 tested, 0.14% active. Potency, µM (series often up to 46.1 µM), without a hit: top-dose growth rescue (activation), actives largely listed as activators; note: potency is the fitted concentration of half-maximal effect; % of control where 0% means no effect; nearly all actives have a fitted effect of over 65% in size
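Galactose-induced alpha-syn yeast (OD600=0.02, raffinose-pregrown) + pinned cpd, 24 hr, 30 deg C; growth by BacTiter-Glo luminescence. Growth restoration scores as activation.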
IL2 activator – qHTS of IL-2 Activators | IL-2 activation reporter assay, cell-based qHTS; stimulated with anti-CD3/CD4/CD28 beads; in transgenic mouse T cells | activation, % (series mostly up to about 46 µM) | 360,000 tested, 0.065% active; in the data active = activation above about 50%; inconclusive = mostly about 30% to 49%; note: 0% is about no effect
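First, unstimulated transgenic mouse T cells were exposed to compound for 60 min. Next, anti-CD3/anti-CD4-coated beads with anti-CD28 were added. Finally, after 18 h at 37 degrees C, EGFP and DsRed were imaged.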
EPAC1 agonist – qHTS for Agonist of cAMP-regulated guanine nucleotide exchange factor 3 (EPAC1): primary screen; Potency, µM (doses to about 154 µM), for the others: at the top dose activation, most hits filed as activators; Rap guanine nucleotide exchange factor 3 (Homo sapiens), O95398; 360,000 tested, 0.073% active; EPAC1 agonist qHTS, biochemical assay; response scale: 100% = response to 6.5 mM cAMP; note: potency is the fitted concentration of half-maximal effect; nearly all actives have a fitted effect of over 60% in size
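EPAC1 100 nM, Rap1B–BODIPY-GDP 250 nM, unlabeled GDP 50 uM; compound titration; 5 min RT; kinetic read ex480/em540 at 5-min intervals ×30 min; data normalized to 6.5 mM cAMP agonist control.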
Abeta yeast res – qHTS for compounds that reverse cellular toxicity of Amyloid beta (A-beta) peptide in yeast: Primary Screen. 410,000 tested, 0.063% active. yeast expressing A-beta42, growth rescue, OD600, 48 h; response scale: 0% DMSO, 100% iron-clioquinol control. Potency, µM (highest dose often 46.1 µM), for inactives: at the highest dose growth rescue, most hits filed as activators; note: potency is the fitted concentration of half-maximal effect; nearly all actives have a fitted effect of over 55% in size
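Yeast A-beta toxicity model in growth medium with pinned compounds, 48 h at 30 C; growth read as absorbance at 600 nm. Normalized to FeCl3/clioquinol equimolar mix (positive) and DMSO (negative).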
FUS suppressor – qHTS for Suppressors of FUS Proteinopathy: Primary screen using FUS-linked yeast assay; 390,000 tested, 0.24% active; S. cerevisiae FUS-expressing, growth rescue, OD600, 24 h; Potency, µM (series often up to 76.6 µM), for the others: at the top dose growth rescue (activation), usual class: activators; AID 1347120, 2019;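 note: potency is the fitted concentration of half-maximal effect; plate controls were DMSO vehicle for no effect and reference control for full effect; nearly all actives have a fitted effect of over 55% in size; some results filed as inactive show a strong effect at the top dose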
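Yeast FUS proteinopathy model; galactose-induced FUS (2%), starting OD 0.005. Cpds in dilution series, 24hr, 30C, 99% humidity. Abs 600 nm growth. Pos ctrl CP55940 (top 92uM final); neg ctrl DMSO.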
PLK1 PBD block – qHTS for Inhibitors of PLK1-PDB (polo-like kinase 1 - polo-box domain): Primary Screen. Serine/threonine-protein kinase PLK1 (Homo sapiens), P53350. Plk1 PBD binding of FITC phosphopeptide, fluorescence polarization. Potency, µM, for the others: max response, negative = inhibition, actives largely listed as inhibitors. 360,000 tested, 2.8% active; note: potency is the fitted concentration of half-maximal effect; series mostly up to about 57 µM; % is set by controls: 0 for no effect and ±100 for the full control effect; nearly all actives have a fitted effect of over 65% in size
Numbers without * were called inactive; ? = inconclusive; · = not tested or not shown; [ ] = dose if it differs, or a comment. Unless noted, calls come from the whole dose curve; as a rule, active = well fitted curve in the direction sought with a large enough effect; inconclusive = small, poorly fitted or top-dose-only effect, or another doubt; inactive = no such curve, though single readings can be large; an effect the other way counts as inactive or inconclusive.

Values run as follows: EPAC1 antagonist | PI5P4K alpha inh | WRN helicase inh | aSyn rescue | IL2 activator | EPAC1 agonist | Abeta yeast res | FUS suppressor | PLK1 PBD block
1) CCOC(=O)c1c(C(C#N)C#N)cc(C)nc1C
  -3% | 7 | -9% | -1% | 0.1 | 1% | 0% | 14% | -23%
2) CSc1ccc(S(=O)(=O)N2CCC(C(=O)NCc3cccnc3)CC2)cc1
  -2% | 1 | 14% | -3% | 0.2 | 6% | 4% | 25% | -17%
3) O=C(O)c1c(Cl)c(Cl)c(Cl)c(Cl)c1C(=O)N1CCCC1
  12% | -2 | -8% | 2% | 0.3 | 3% | 6% | 11% | -7%
4) O=C1CCN(S(=O)(=O)c2ccc(Br)cc2)CCN1
  5% | -3 | 6% | 0% | 1.3 | -1% | 5% | 10% | -2%
5) Nc1ccc(Sc2nc3ccccc3[nH]2)cc1
  -15% | -1 | -10% | 7% | 0.5 | 6% | 10% | -9% | -4%
6) COC(=O)c1[nH]c2cc(OC)ccc2c1NC(=O)CCN1CCN(Cc2ccc3c(c2)OCO3)CC1
  -9% | -2 | -4% | 1% | -1.7 | 6% | -26% | 15% | -9%
7) CSc1ncccc1C(=O)OCC(=O)NC(C)C
  -8% | -2 | -1% | 19% | -2.6 | 0% | 7% | 16% | 0%
8) Cc1ccccc1C(=O)N(Cc1cccs1)C1CCS(=O)(=O)C1 (stereo not drawn)
  6% | 3 | -1% | -1% | 4.3 | 7% | -15% | 17% | -8%
9) O=C(N/N=C/C(Br)=C/c1ccccc1)NC1CCCCC1
  -14% | 13 | -11% | 10% | -3.1 | 2% | 10% | 26% | -12%
10) Fc1ccc(N2CCN(c3nnnn3-c3ccccc3)CC2)cc1
  2% | -1 | -2% | -1% | 0.8 | 7% | -3% | -2% | -6%
11) CCOc1ccc(NC(=O)c2cc(=O)[nH]c3ccccc23)cc1
  -14% | -51* | 5% | -1% | -1.1 | 2% | 16% | 34% | -4%
12) O=C(CCSCCc1ccncc1)NCCCN1CCOCC1
  -8% | -5 | -2% | -3% | 0.1 | 3% | 9% | -1% | -6%
13) Cc1ccc(OCCOc2cccc(Br)c2)c([N+](=O)[O-])n1
  -12% | 7 | -7% | 2% | -3.9 | 10% | -1% | 17% | -4%
14) COc1ccc(C(=O)Nc2ccc(N3CCN(C)CC3)cc2)cc1
  -18% | 4 | 7% | -12% | 0.8 | -3% | -17% | 1% | -13%
15) CC(C)COP(=O)(c1ccc(N(C)C)cc1)C(O)c1ccccc1 (stereo not drawn)
  -27% | 2 | 8% | 0% | -3.2 | 0% | 8% | 22% | 1%
16) CC(C)OC(=O)NCCOC(=O)Nc1cccc(Cl)c1
  0% | 3 | -5% | -22% | -1.2 | -3% | 6% | -12% | -7%
17) O=C(NCCN1C(=O)S/C(=C\c2cccnc2)C1=O)c1ccc([N+](=O)[O-])s1
  7% | 9 | -11% | 2% | 0.2 | 13% | -9% | -4% | -19%
18) O=C1CCCN1S(=O)(=O)c1ccccc1
  7% | 3 | 5% | 3% | 0.2 | 3% | 4% | -4% | -2%
19) C=CCN=C(NC#N)SCC(=O)c1cccc(OC)c1
  10% | · | -2% | -5% | -1.4 | 0% | 19% | 17% | -13%
20) CCOC(=O)C(C(=O)OCC)C(c1ccccc1)N1CCN(c2ccccc2)CC1 (stereo not drawn)
  5% | 3 | 7% | 11% | -0.4 | 3% | -19% | 9% | -21%
21) CCc1nnc(NC(=O)C2CSC3(C)CCC(=O)N23)s1 (stereo not drawn)
  0% | 1 | -2% | 1% | 1.3 | 5% | -7% | 3% | 10%
22) CC(C)Oc1ccc(-c2cc(C(=O)NCCN3CCOCC3)c3ccccc3n2)cc1
  11% | -6 | 3% | 2% | -0.7 | 6% | 1% | 7% | ?
23) O=C(Nc1cccc2ncccc12)c1cc(Br)ccc1Cl
  2% | -1 | -29% | -1% | 0.9 | 8% | 11% | 7% | -6%
24) COc1ccc(NC(=O)c2cccc(S(=O)(=O)N3CCN(C)CC3)c2)c(OC)c1
  -8% | -11 | 2% | -2% | 0.8 | -12% | -11% | 7% | 2%
25) O=C1C=CC(n2cc(F)c(=O)[nH]c2=O)O1 (stereo not drawn)
  4% | 0 | -14% | 4% | -0.1 | 13% | 0% | -18% | -15%
26) COc1ccc(C)cc1NC(=O)C(Sc1nnc(-c2cccs2)o1)c1ccccc1 (stereo not drawn)
  -5% | 3 | 2% | 7% | 4.8 | 0% | -9% | -1% | -11%
27) O=C(O)c1ccc(N/N=C/c2cccc(C(F)(F)F)c2)cc1
  -4% | -1 | 7% | -45%[inhibitor] | -2.9 | 3% | -79%[inhibitor] | -14% | -14%
28) COc1ccc(C(=O)NC2CCCN(Cc3ccc(Cl)cc3)C2)c(OC)c1 (stereo not drawn)
  -20% | 1 | -9% | 1% | -0.1 | 17% | 10% | 15% | -8%
29) CS(=O)(=O)N(CC(=O)Nc1cccc([N+](=O)[O-])c1)c1ccccc1
  -10% | -1 | -11% | 2% | -0.5 | -4% | -4% | -27% | -2%
30) Cc1ccc(O)c(NC(=O)c2cc3nc4c(c(C(F)(F)F)n3n2)CCc2ccccc2-4)c1
  4% | -23 | -15% | 7% | 0.0 | -2% | 14% | 16% | -1%
31) Cc1cccc(C(=O)NCC(=O)OCC(=O)c2ccc(Br)s2)c1
  11% | -18 | 0% | ? | -2.7 | 4% | 2% | · | 1%
32) Cc1ccc(C(=O)Nc2ccc(CC(=O)O)cc2)o1
  2% | 2 | 12% | -3% | 0.8 | -6% | 0% | 10% | -6%
33) CCOCCCNC(=O)C(c1ccc(C)cc1)N(Cc1cccs1)C(=O)c1ccccn1 (stereo not drawn)
  5% | 2 | -2% | 0% | 3.1 | 14% | -1% | 22% | -17%
34) O=C(O)Cn1c(-c2ccccn2)nc2ccccc21
  4% | -3 | -1% | 9% | 0.2 | -5% | -12% | -19% | 3%
35) O=C(COc1ccc(S(=O)(=O)N2CCOCC2)cc1)NCCCn1ccnc1
  -8% | -6 | 5% | 0% | -1.6 | 5% | -28% | 12% | -13%
36) COc1cc(OC)cc(C(=O)Nc2cccc(NC(=O)c3cccs3)c2)c1
  -4% | -25 | -3% | -4% | -2.4 | 5% | 13% | 27% | 3%
37) O=C(Nc1c(F)cc(F)cc1Br)c1cc2nc(C(F)F)cc(C(F)F)n2n1
  -20% | 2 | -6% | 0% | 0.0 | 13% | -32% | -15% | -1%
38) CCOC(=O)c1cnc(SCC(=O)OCC(=O)N(CC)C2CCS(=O)(=O)C2)nc1N (stereo not drawn)
  0% | -4 | 11% | -5% | -3.8 | -4% | -3% | 1% | -5%
39) COc1cc(C)c(NC(=O)C(=S)NCc2ccccc2)cc1C
  12% | -2 | -11% | -1% | -3.7 | 22% | 10% | 22% | ?
40) CC1(C)Cc2ccccc2-c2nnc(-c3ccc(O)cc3)n21
  -20% | 2 | 0% | -6% | -3.4 | -3% | -25% | 23% | -4%
41) COc1ccc(OCC(=O)N2CCC(Cc3ccccc3)CC2)cc1
  1% | -1 | -1% | 12% | -1.0 | -5% | 4% | 19% | -6%
42) O=C(CSCc1ccc(Cl)c(Cl)c1)Nc1c[nH]c(=O)[nH]c1=O
  12% | 1 | -12% | -1% | 2.3 | 3% | -6% | -3% | -11%
43) CC(=O)N1Cc2cc(C(=O)NCC(F)(F)F)nc(-c3cccc(-c4cc5ccccc5o4)c3)c2[C@@H]1CCO
  25% | -2 | 1% | -1% | 0.0 | -3% | -8% | -5% | -13%
44) O=C(NCc1ccccn1)c1ccc(N2CCCC2=O)cc1
  -15% | 5 | -4% | 0% | 2.0 | -4% | 5% | 18% | -7%
45) COc1ccc(NC(=O)C2CCCN(c3c4c(nc5ncnn35)CCC4)C2)cc1OC (stereo not drawn)
  -3% | · | -1% | 1% | 5.2 | -13% | -3% | 32% | 1%
46) CC(C(=O)NCc1ccc2c(c1)OCO2)N1c2cccc3cccc(c23)S1(=O)=O (stereo not drawn)
  -1% | -10 | -16% | 0% | -1.8 | 11% | 15% | 14% | 2%
47) N=c1sccn1CC(=O)NC(c1ccccc1)c1ccccc1
  -3% | 0 | 2% | 2% | -0.1 | 1% | -5% | 11% | -5%
48) Cc1cc(C(=O)N/N=C/c2ccc([N+](=O)[O-])cc2)c2ccccc2n1
  -23% | 0 | 0% | -7% | -0.2 | 3% | -9% | -6% | -7%
49) Cc1ccccc1OCC(O)CN1CCN(CCN2C(=O)c3cccc4cccc(c34)C2=O)CC1 (stereo not drawn)
  2% | 3 | 4% | 1% | -7.1 | 10% | 8% | · | -9%

Quoted at random: 3 entries already listed.
Values run as follows: EPAC1 antagonist | PI5P4K alpha inh | WRN helicase inh | aSyn rescue | IL2 activator | EPAC1 agonist | Abeta yeast res | FUS suppressor | PLK1 PBD block
49) Cc1ccccc1OCC(O)CN1CCN(CCN2C(=O)c3cccc4cccc(c34)C2=O)CC1 (stereo not drawn)
  2% | 3 | 4% | 1% | -7.1 | 10% | 8% | · | -9%
48) Cc1cc(C(=O)N/N=C/c2ccc([N+](=O)[O-])cc2)c2ccccc2n1
  -23% | 0 | 0% | -7% | -0.2 | 3% | -9% | -6% | -7%
47) N=c1sccn1CC(=O)NC(c1ccccc1)c1ccccc1
  -3% | 0 | 2% | 2% | -0.1 | 1% | -5% | 11% | -5%
